# OX1R antag-1 = OX1R (HCRTR1) antagonists, primary screen, fluorescence, CHO/OX1R cells, Fluo-8 calcium, orexin A. Orexin/Hypocretin receptor type 1 (Homo sapiens), O43613. Fluo-8 calcium fluorescence. inhibition, % at 5 µM. hit rate 0.43% among 330,000. AID 434989, 2010;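 active = inhibition above its plate's threshold, mean inhibition of all tested compounds on the plate plus 3 SD, cut at about 37% in these data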;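 also: 0% = orexin A challenge wells and 100% = SB-334867-A antagonist wells; not every result past the cut was called active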
# Target sequence (O43613 whole entry, looked up): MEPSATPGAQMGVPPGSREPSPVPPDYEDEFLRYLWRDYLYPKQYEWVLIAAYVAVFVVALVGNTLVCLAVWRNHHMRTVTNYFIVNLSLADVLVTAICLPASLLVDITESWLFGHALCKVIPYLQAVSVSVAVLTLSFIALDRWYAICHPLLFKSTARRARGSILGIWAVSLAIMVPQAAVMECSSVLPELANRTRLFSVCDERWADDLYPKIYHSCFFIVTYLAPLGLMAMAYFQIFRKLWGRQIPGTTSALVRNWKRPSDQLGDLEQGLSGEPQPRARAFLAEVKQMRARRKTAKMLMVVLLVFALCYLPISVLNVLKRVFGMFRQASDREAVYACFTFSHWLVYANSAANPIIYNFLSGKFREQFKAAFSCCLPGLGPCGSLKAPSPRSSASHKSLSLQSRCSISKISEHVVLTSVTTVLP
# OX1R antag-2 = antagonists of human orexin 1 receptor (OX1R) | Orexin/Hypocretin receptor type 1 (Homo sapiens), O43613 | OX1R-expressing cells, FRET antagonist read-out | inhibition, % at 6.6 µM | hit rate 1.8% among 330,000 | AID 485270, 2010; in the data active = inhibition mostly above about 38%, no sharp cut-off; inactive = mostly below about 40%;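 also: 0% = agonist challenge alone and 100% = reference antagonist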
# Numbers without * were called inactive.
item | OX1R antag-1 | OX1R antag-2 | smiles
1 | -10.8 | 1.2 | CCOC(=O)CSc1nc2c(c(=O)n1-c1ccc(OC)cc1)SCC2
2 | -44.6 | 13.1 | O=C(NC(=S)Nc1ccccc1N1CCCC1)c1ccc([N+](=O)[O-])cc1
3 | 0.4 | 43.1 | Cc1nc([N+](=O)[O-])c(Sc2nc3ccc([N+](=O)[O-])cc3[nH]2)n1Cc1ccccc1
4 | -51.4 | 3.0 | Cc1ccc(-n2cc(C(=O)c3ccccc3O)cn2)cc1
5 | -7.3 | 52.9 | COc1ccc(Cc2nnc(NS(=O)(=O)c3ccc(Cl)cc3)s2)cc1OC
6 | -30.1 | -3.0 | CCCNC(=O)CSc1n[nH]c(=O)n1CCc1ccccc1
7 | -4.6 | 8.9 | CCOC(=O)C1=C(COC(=O)/C=C/c2cc(Br)ccc2F)NC(=O)NC1C (centres undefined)
8 | -11.6 | 10.5 | S=C(NCc1ccc(Cl)cc1)NCc1ccccn1
9 | -12.2 | 12.3 | CCCCN(C)C(=O)CCC(=O)NNc1nc2ccccc2c2nc(C)nn12
10 | -10.1 | 11.1 | Cn1c(=O)cc(SCC(=O)N2CCCC2)c2ccc(Cl)cc21
11 | -17.4 | 35.5 | CN1CCC(N(C)C(=S)NC(=O)c2cc(-c3cccc(Br)c3)nc3ccccc23)CC1
12 | 5.9 | 86.3* | O=C1CCCC(O)=C1N=Nc1ccc(C(=O)O)cc1
13 | -12.2 | 7.5 | CCOC(=O)c1[nH]c2ccc(Cl)cc2c1-c1ccccc1
14 | 47.2 | 16.6 | O=C1c2ccccc2/C(=C\C#Cc2ccccn2)N1c1ccccc1
15 | -17.5 | 4.9 | COCCn1c(SCC(=O)NC2(C#N)CCCCC2)nc2ccccc2c1=O
16 | -8.2 | 18.2 | COc1ccc(NS(=O)(=O)c2cc(NC(=O)C3CCCO3)ccc2N2CCCC2)cc1 (centres undefined)
17 | 2.8 | -3.5 | CCN(CC)CC(=O)N1c2ccccc2Sc2ccccc21
18 | -19.7 | 15.9 | CCN(CC)c1ccc(C2=NNC(=O)CC2C)cc1[N+](=O)[O-] (centres undefined)
19 | -0.4 | 8.5 | COc1ccc(-c2cnnn2-c2ccc(NC(=O)c3ccc(S(=O)(=O)N4CCCCC4)cc3)cc2)cc1
20 | -16.8 | 15.7 | O=C(CCN1C(=O)C2CCCCC2C1=O)Nc1nc(-c2ccc(F)c(F)c2)cs1 (centres undefined)
21 | -23.5 | 5.3 | O=C(NCC(c1cccnc1)N1CCN(c2ccc(F)cc2)CC1)c1ccco1 (centres undefined)
22 | 5.2 | 17.9 | CCC(C)NC(=O)C1CCN(S(=O)(=O)N2CCOCC2)CC1 (centres undefined)
23 | -15.2 | 9.5 | Cc1sc2ncnc(NCCCN3CCCC3=O)c2c1C
24 | -21.2 | 5.0 | CN1CCc2c(sc(NC(=O)c3cc(Cl)sc3Cl)c2C(N)=O)C1
25 | -11.0 | 15.9 | COC(=O)c1cccc(NC(=O)c2ccc3c(c2)C(=O)N(Cc2cccnc2)C3=O)c1
26 | -5.7 | 14.4 | O=C(Cc1ccc(F)cc1)Nc1cccc(-c2ccc3nncn3n2)c1
27 | -22.0 | 42.7 | c1ccc2c(c1)Cn1nc(Cc3nc4c(s3)CCCC4)nc1-2
28 | -20.0 | -0.9 | C[C@@H]1COC(=O)[C@@H](Cc2ccc(F)cc2)C/C=C\C[C@@H](CC(=O)N(CCO)Cc2ccccc2)C(=O)N1
29 | -5.3 | 7.8 | O=S(=O)(Nc1ccccc1Cl)c1ccc(NS(=O)(=O)c2cccs2)cc1
30 | -25.2 | 20.3 | COc1ccc(-c2cc(C)no2)cc1S(=O)(=O)N1CCN(C(=O)c2ccco2)CC1

# An excerpt from above in order of number of heavy atoms, descending:
item | OX1R antag-1 | OX1R antag-2 | smiles
19 | -0.4 | 8.5 | COc1ccc(-c2cnnn2-c2ccc(NC(=O)c3ccc(S(=O)(=O)N4CCCCC4)cc3)cc2)cc1
20 | -16.8 | 15.7 | O=C(CCN1C(=O)C2CCCCC2C1=O)Nc1nc(-c2ccc(F)c(F)c2)cs1 (centres undefined)
17 | 2.8 | -3.5 | CCN(CC)CC(=O)N1c2ccccc2Sc2ccccc21

# Going on with the list:
item | OX1R antag-1 | OX1R antag-2 | smiles
31 | -4.0 | 11.6 | Cn1nnnc1SCC(=O)Nc1ncc(C(F)(F)F)cc1Cl
32 | -18.2 | 41.4 | Cc1nn(-c2ccccc2)c(Cl)c1/C=N/NC(=O)c1ccccc1F
33 | -4.5 | 9.1 | CC/C(=C/c1sc2ccc(C)cc2[n+]1CCCS(=O)(=O)[O-])SC
34 | -19.2 | 1.8 | Cc1cccc(NC(=O)Nc2nnc(N3CCCCC3C)s2)c1C (centres undefined)
35 | -12.8 | 14.3 | N#Cc1c(N)nc2c(c1-c1ccc(F)cc1)CCC2
36 | 7.8 | -0.6 | O=C(O)c1cccc(NC(=S)N/N=C/c2cccc(O)c2)c1
37 | -3.5 | 26.6 | O=C(COC(=O)c1ccc([N+](=O)[O-])s1)Nc1ncc(C(F)(F)F)cc1Cl
38 | -6.5 | 19.2 | COC(=O)C(NNc1ccc(F)cc1)(NC(=O)c1ccccc1)C(F)(F)F (centres undefined)
39 | -13.1 | 4.4 | O=S(=O)(Nc1ccc(Br)cn1)c1cccs1
40 | -26.6 | 39.8 | Cc1ccc(S(=O)(=O)N2CCC(=O)N(CCOC(=O)Nc3ccc(F)cc3)CC2)cc1
41 | -24.9 | 17.8 | Cn1nc(-c2ccc(N3CCOCC3)c(NS(=O)(=O)c3ccc(Cl)cc3)c2)c2ccccc2c1=O
42 | -44.2 | 3.9 | COc1ccc(NC(C)=O)cc1CNC(=O)COc1ccccc1C(=O)Nc1cccc(C)c1C
43 | -18.9 | 3.2 | COc1ccc(CCNC(=O)C2CCC(=O)N2Cc2ccccc2Cl)cc1OC (centres undefined)
44 | -16.9 | 40.9 | CCOC(=O)CSc1cc(CS(=O)c2ccc(Cl)cc2)nc(-c2ccccc2)n1 (centres undefined)
45 | -12.0 | 12.3 | CS(=O)(=O)Cc1ccc(C(=O)N2CCCC2c2cccs2)cc1 (centres undefined)
46 | -4.8 | 2.2 | Cc1occc1C(=O)N/N=C/c1cccnc1
47 | -26.6 | 10.6 | C[C@H](CO)N1C[C@H](C)[C@@H](CN(C)S(=O)(=O)c2cccs2)Oc2c(NC(=O)Cc3ccccc3)cccc2C1=O
48 | 0.2 | 17.1 | Cn1c(=S)[nH]c2[nH]c(=O)cnc2c1=O
49 | 4.7 | 4.7 | CN(C)CCCNC(=O)C[C@H]1C[C@H](C(=O)N2CCOCC2)[C@@]2(CCC3CCCC3)c3[nH]c4cc(CCC(=O)N(C)C)ccc4c3CCN2C1=O
50 | 2.6 | -5.0 | CC(NC(=O)C1CCC(=O)N1Cc1ccccc1Cl)c1ccccc1 (centres undefined)
51 | -10.0 | 2.4 | CCNC(=O)COC(=O)c1cccc(Br)c1
52 | -21.9 | 16.2 | Cc1noc(C)c1COC(=O)C(c1ccccc1)c1ccccc1
53 | -21.2 | -21.2 | CSc1ccccc1OCc1cc(C(=O)N2CCc3[nH]cnc3C2c2ccccn2)no1 (centres undefined)
54 | -13.4 | 1.1 | Cc1cccc(NC(=O)CSc2cccc3cccnc23)c1
55 | -3.4 | 18.5 | COc1ncnc2c1NC(=O)CS2
56 | -0.8 | 22.8 | O=C(NN=C1C2CC3CC(C2)CC1C3)c1ccccc1O
57 | -23.3 | 34.1 | O=C(NCc1ccco1)c1cc([N+](=O)[O-])ccc1N1CCCCC1
58 | -42.2 | 10.8 | COC(=O)c1ccc(-n2nc(C(F)(F)F)c3c2-c2ccoc2CC3)cc1

# Excerpt: entries 6–29
item | OX1R antag-1 | OX1R antag-2 | smiles
6 | -30.1 | -3.0 | CCCNC(=O)CSc1n[nH]c(=O)n1CCc1ccccc1
7 | -4.6 | 8.9 | CCOC(=O)C1=C(COC(=O)/C=C/c2cc(Br)ccc2F)NC(=O)NC1C (centres undefined)
8 | -11.6 | 10.5 | S=C(NCc1ccc(Cl)cc1)NCc1ccccn1
9 | -12.2 | 12.3 | CCCCN(C)C(=O)CCC(=O)NNc1nc2ccccc2c2nc(C)nn12
10 | -10.1 | 11.1 | Cn1c(=O)cc(SCC(=O)N2CCCC2)c2ccc(Cl)cc21
11 | -17.4 | 35.5 | CN1CCC(N(C)C(=S)NC(=O)c2cc(-c3cccc(Br)c3)nc3ccccc23)CC1
12 | 5.9 | 86.3* | O=C1CCCC(O)=C1N=Nc1ccc(C(=O)O)cc1
13 | -12.2 | 7.5 | CCOC(=O)c1[nH]c2ccc(Cl)cc2c1-c1ccccc1
14 | 47.2 | 16.6 | O=C1c2ccccc2/C(=C\C#Cc2ccccn2)N1c1ccccc1
15 | -17.5 | 4.9 | COCCn1c(SCC(=O)NC2(C#N)CCCCC2)nc2ccccc2c1=O
16 | -8.2 | 18.2 | COc1ccc(NS(=O)(=O)c2cc(NC(=O)C3CCCO3)ccc2N2CCCC2)cc1 (centres undefined)
17 | 2.8 | -3.5 | CCN(CC)CC(=O)N1c2ccccc2Sc2ccccc21
18 | -19.7 | 15.9 | CCN(CC)c1ccc(C2=NNC(=O)CC2C)cc1[N+](=O)[O-] (centres undefined)
19 | -0.4 | 8.5 | COc1ccc(-c2cnnn2-c2ccc(NC(=O)c3ccc(S(=O)(=O)N4CCCCC4)cc3)cc2)cc1
20 | -16.8 | 15.7 | O=C(CCN1C(=O)C2CCCCC2C1=O)Nc1nc(-c2ccc(F)c(F)c2)cs1 (centres undefined)
21 | -23.5 | 5.3 | O=C(NCC(c1cccnc1)N1CCN(c2ccc(F)cc2)CC1)c1ccco1 (centres undefined)
22 | 5.2 | 17.9 | CCC(C)NC(=O)C1CCN(S(=O)(=O)N2CCOCC2)CC1 (centres undefined)
23 | -15.2 | 9.5 | Cc1sc2ncnc(NCCCN3CCCC3=O)c2c1C
24 | -21.2 | 5.0 | CN1CCc2c(sc(NC(=O)c3cc(Cl)sc3Cl)c2C(N)=O)C1
25 | -11.0 | 15.9 | COC(=O)c1cccc(NC(=O)c2ccc3c(c2)C(=O)N(Cc2cccnc2)C3=O)c1
26 | -5.7 | 14.4 | O=C(Cc1ccc(F)cc1)Nc1cccc(-c2ccc3nncn3n2)c1
27 | -22.0 | 42.7 | c1ccc2c(c1)Cn1nc(Cc3nc4c(s3)CCCC4)nc1-2
28 | -20.0 | -0.9 | C[C@@H]1COC(=O)[C@@H](Cc2ccc(F)cc2)C/C=C\C[C@@H](CC(=O)N(CCO)Cc2ccccc2)C(=O)N1
29 | -5.3 | 7.8 | O=S(=O)(Nc1ccccc1Cl)c1ccc(NS(=O)(=O)c2cccs2)cc1

# Assay outcomes: PubChem BioAssay, The Scripps Research Institute Molecular Screening Center
